UBC9 SUMO inh = inhibitors of human SUMOylation (UBC9) | 290,000 compounds, 0.36% hits | P63279 | inhibition, % at 35 µM | HTRF SUMOylation assay, SAE1/SAE2 + UBC9, in vitro; in the data active = inhibition above about 50%, passing the limit was not always enough; also: strong numbers were not always called active
Target sequence (P63279 whole entry, looked up): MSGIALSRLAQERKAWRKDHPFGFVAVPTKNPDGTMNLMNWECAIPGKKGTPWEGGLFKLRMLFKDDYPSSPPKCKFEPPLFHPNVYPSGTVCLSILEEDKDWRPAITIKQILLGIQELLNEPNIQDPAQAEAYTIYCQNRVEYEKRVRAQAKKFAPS
FID counter = displaces DNA intercalator in HCV helicase counter-screen; DNA fluorescent intercalator displacement, fluorescence; inhibition, % at 7.9 µM; 290,000 compounds, 0.17% hits; AID 1845; in the data active = inhibition above about 37%;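 also: 0% = vehicle and 100% = reference compound; higher means more ethidium bromide displaced from hairpin DNA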
IDE cell inh = inhibits human insulin-degrading enzyme in HEK cells | FAbetaB cleavage, fluorescence polarization | inhibition, % at 5.59 µM | 320,000 compounds, 0.41% hits | AID 434962;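 active = percent inhibition above the average of all tested compounds plus 3 SD, set per screening campaign, cut at about 16% in these data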;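 also: IDE supplied by intact live HEK cells; FP after avidin binding of uncleaved biotin substrate so inhibition keeps polarization high; 0% = DMSO wells and 100% = 60 µM reference IDE inhibitor Ii1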
pCIP destab = compounds decreasing mouse p/CIP protein stability. 290,000 compounds, 0.01% hits. Q05BA5. AID 1984. decrease of EGFP signal, % at 10 µM. F442A p/CIP-EGFP cells, EGFP fluorescence, 16 h;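 active = EGFP signal decrease of at least 30% at 10 µM or well 3 SD below plate mean, unless failing retest; inactive = the rest, including hits failing retest or dose response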; also: some compounds called inactive have numbers as strong as hits; many of its hits are not listed in these tables
IMP-1 inhibitor = blocks Pseudomonas aeruginosa IMP-1 metallo-beta-lactamase | purified IMP-1, nitrocefin hydrolysis, epi-absorbance fluorescence | inhibition, % at 5.6 µM | 290,000 compounds, 0.45% hits;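 active = inhibition above the mean plus 3 SD of all compounds in the same screening run, cut at about 4.5% in these data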;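 also: 0% = IMP-1 with DMSO and 100% = DMSO wells lacking enzyme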
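System: purified recombinant IMP-1 beta-lactamase. Medium: Zinc- and detergent-supplemented HEPES buffer, pH 7.1. Compound: one 5.6 µM dose […]. Schedule: 15 min preincubation plus 25 min reaction at 25 °C. Technique: Epi-absorbance fluorescence, 480 nm excitation, 530 nm emission.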
NS3 helicase inh = inhibitors of Hepatitis C virus NS3 helicase; 290,000 compounds, 0.56% hits; inhibition, % at 10.9 µM; AID 1800; NS3 helicase DNA unwinding, Cy5 molecular beacon fluorescence;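 active = inhibition above the mean of all tested compounds plus 3 SD, set per campaign, cut at about 35% in these data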;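 also: 0% = DMSO wells and 100% = thioflavine S control wells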
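System: Hepatitis C virus NS3 helicase domain fragment enzyme | Reagent: Annealed dual-labelled DNA beacon duplex, ATP-started | Compound dosing: 10.9 µM single point, 0.8% DMSO | Incubation: 1 h reaction at 25 °C, ATP-initiated | Technique: Cy5 fluorescence | Evaluation: Percent inhibition from t60/t0 fluorescence ratio | Benchmarks: Low DMSO, high thioflavine S at 110 µM | Replication: Singlicate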
M18AAP inhibitor = PfM18AAP enzyme inhibition. recombinant PfM18AAP, H-Glu-NHMec fluorogenic cleavage. inhibition, % at 7.35 µM. 290,000 compounds, 1.2% hits;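 active = inhibition above the campaign mean inhibition over all tested compounds plus 3 SD, cut at about 28% in these data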;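 also: 0% = plate median of test compound wells and 100% = 2 mM ZnCl2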
VIM-2 inh = inhibitors of Pseudomonas aeruginosa VIM-2 metallo-beta-lactamase. purified VIM-2, nitrocefin hydrolysis, epi-absorbance fluorescence. inhibition, % at 5.6 µM. 290,000 compounds, 0.89% hits;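 active = inhibition above the mean of all tested compounds plus 3 SD, cutoff set per screening run, cut at about 7.5% in these data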;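 also: red hydrolysis product quenches plate fluorescence so inhibitors raise well fluorescence; 0% = enzyme with DMSO and 100% = DMSO without enzyme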
IDE act = activators of human insulin-degrading enzyme in cells | AID 493087 | P14735 | HEK cells, FAbeta-B cleavage, fluorescence polarization; 0% vehicle, 100% cell-free pure enzyme wells | activation, % at 5.96 µM | 340,000 compounds, 0.073% hits;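 active = activation above the mean of all tested compounds plus 3 SD, set per screening campaign, cut at about 17% in these data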
Active calls of the source: *; . = no result given; & = joins results of further samples.

Compound	UBC9 SUMO inh	FID counter	IDE cell inh	pCIP destab	IMP-1 inhibitor	NS3 helicase inh	M18AAP inhibitor	VIM-2 inh	IDE act
Cc1cc(NC(=O)C2CC=CCC2C(=O)O)ccc1NC(=O)c1ccccc1 (stereo not given)	-7	-9	-5	-6	-1.8	-2	1	-1.0	4
COc1ccc(OC)c(/C=C/c2nc3ccccc3[nH]c2=O)c1	20	-21	7	-10	-1.3	-4	5	4.8	-10
COc1ccc(OC)c2[nH]c(=O)c(CCNC(=S)NC(C)(C)C)cc12	11	-25	-2	2	0.5	16	-5	1.8	-2
COC(=O)c1ccccc1NC(NC(=O)c1ccco1)C(=O)c1ccc(C)cc1 (stereo not given)	0	-1	-9	-9	0.4	-1	0	-3.4	6
Clc1ccc(-c2ccc(-c3nn4c(-c5ccco5)nnc4s3)o2)cc1	.	-7	0	.	-4.8	12	5	-2.9	-4
CCOc1ccc2ccccc2c1C(=O)NCC(c1ccc(N(C)C)cc1)N(C)C (stereo not given)	8	10	-6	-7	-1.0	-11	5	-2.2	5
CCC(=O)c1ccc(OCC(O)Cn2cnc3ccccc32)cc1 (stereo not given)	-28	-12	-5	5	-3.1	-6	4	-0.1	6
COc1ccc(Cl)cc1C(=O)NNC(=O)CSc1nnnn1C	0	14	-1	5	-4.5	0	7	-1.3	-1
CCn1c(CCNC(=O)c2ccc(Cl)cc2)nnc1SCC(=O)NC1CCCC1	-13	-16	11	8	-2.2	-2	9	-1.4	-6
Cc1cc(C(=O)N2CCc3ccccc3C2)no1	3	-8	3	-7	-4.1	13	0	-4.3	1
CCOC(=O)CN(C(=O)CSc1nnc(-c2ccncc2)n1CCCN(C)C)c1ccccc1	-3	11	5	3	2.1	-5	2	-2.2	-4
CCOc1ccc(NC(=O)c2ccc3nccnc3c2)cc1	19	-2	5	-9	-4.0	-4	-4	-2.5	3
CS(=O)(=O)C1=C(O)C(=O)N(c2ccccc2)C1c1ccccc1 (stereo not given)	10	0	1	-6	0.1	3	-5	2.5	7
CCOC(=O)C1=C(O)c2ccccc2C(=O)/C1=C\c1ccc(CC)cc1	2	-7	4	-26	-0.4	32	-15	1.8	-19
O=C(NN=C1CCCC1)c1ccc(Cl)cc1	-3	-10	-3	2	-0.3	11	-10	2.1	0
O=C(NCc1cccnc1)c1ccccc1NS(=O)(=O)c1ccccc1	2	-6	5	-26	-1.1	3	5	-1.0	3
CC(=O)NC(C)c1nc2ccccc2n1C(C)C (stereo not given)	-2	-3	-4	-2	-0.7	1	-1	-4.3	3
CN(C)S(=O)(=O)c1cccc(NC(=S)Nc2cccc3cnccc23)c1	99*	4	.	-7	0.7	12	10	12*	3
Cc1ccccc1N1C(=O)C(Cc2ccc(F)cc2)S/C1=C(\C#N)C(N)=O (stereo not given)	21	-16	0	-23	-1.1	-2	-8	0.1	.
CC(=O)N1CCN(c2ccc(NC(=O)C(c3ccccc3)c3ccccc3)cc2)CC1	6	-32	0	10	-3.1	-12	5	-1.9	3
COc1cc(/C=N/Nc2nn3cnnc3c3ccccc23)ccc1O	6	-4	1	0	-5.2	2	5	0.7	-1
Cc1cccc2cc(CN(Cc3nnnn3C3CCCCC3)C3CCCC3)c3nnnn3c12	6	-6	5	0	-3.8	3	3	-2.4	-2
CN(C)NC(=S)Nc1ccc(Cl)cc1	0	5	2	-8	-1.9	21	-13	-1.8	2
Cc1nc(NC(=O)/C=C/c2ccccc2)sc1C(=O)Nc1ccccc1Cl	27	3	-1	-4	-1.8	-2	-14	-1.5	-1
O=C1OC2(CCCCC2)OC(=O)C1=CNc1nccs1	11	-6	1	-7	-1.4	-3	-6	-2.2	-5
COc1cccc(CSc2nc3ccncc3[nH]2)c1	1	2	1	-9	-3.2	1	-5	-1.9	-7
O=C1CC(NCCC2=CCCCC2)C(=O)N1c1cccc(Cl)c1Cl (stereo not given)	15	-11	5	2	-1.2	4	-8	0.1	.
Cc1ccc(S(=O)(=O)N2CCC(C(=O)OCC(=O)Nc3cc(S(C)(=O)=O)ccc3Cl)CC2)cc1C	-1	-51	-4	2	-1.5	-3	4	-2.5	2
CCOc1cc(/C=N/NC(=O)C(=O)NC2CC2)cc(Br)c1O	-3	-4	1	-6	-3.2	5	11	-1.9	0
C/C(Cn1nc([N+](=O)[O-])cc1C)=N\NC(=O)c1ccc(C(C)(C)C)cc1	0	-5	4	1	-3.0	-4	2	-4.4	3
COCc1cc(C)nc(NCCO)c1C#N	-1	1	2	0	-1.9	-7	-2	-2.5	2
O=C(NCCC(=O)N1CCCC(C(F)(F)F)C1)c1ccc(Br)cc1 (stereo not given)	0	-16	-3	9	-1.7	15	-3	1.3	4
CCOc1ccc(/C=N/Nc2ccccn2)cc1OC	-5	-3	-3	1	-3.5	9	0	-3.0	1
CCOc1ccc(CN2CCNC(=O)C2CC(=O)NCc2csc(C)n2)cc1 (stereo not given)	-11	-12	3	-6	-3.3	-15	5	-1.2	2
COc1ccc(NC(=O)c2ccc(=O)[nH]c2)cc1S(=O)(=O)N1CCCCC1	8	-10	8	-4	-1.9	-14	0	-1.3	.
COc1ccc(C(=O)N2CCCC(N3CCN(c4ccccc4F)CC3)C2)c(OC)n1 (stereo not given)	0	-43	7	0	-0.3	-7	-2	-2.2	4
CCOc1ccc(C(=O)CC(Sc2ccc(C)cc2)C(=O)O)cc1 (stereo not given)	6	0	-5	-8	0.6	10	-30	2.1	-6
CCCCNC(=O)Nc1nc2ccc(CC)cc2s1	-1	-15	1	-3	-1.2	-5	-13	-1.0	-2
Cc1c([C@@H]2C[C@H]3CN(Cc4cccc(Cl)c4)C(=O)[C@]34CCCN24)cnn1C	3	-8	5	-16	-2.0	5	2	-2.3	0
CCOc1cc(N2CCOCC2)c(OCC)cc1NC(=O)COc1ncnc2ccc(Br)cc12	2	3	0	-2	-6.4	1	-14	-3.1	-1
C=CCn1c(C)csc1=Nc1ccc(C(=O)O)cc1	14	-2	-8	18	-1.5	-4	1	0.3	4
CCN(CC)CCN1C(=O)C(=O)/C(=C(/O)c2c(C)[nH]c(C(=O)OC)c2C)C1c1cccc(OC)c1 (stereo not given)	-2	-11	-3	-3	1.0	-8	2	-0.3	7
CCS(=O)(=O)N1Cc2ccccc2CC1C(=O)NCC12CC3CC(CC(C3)C1)C2 (stereo not given)	4	-26	8	-3	-0.8	-3	-7	-3.9	7
O=C(CN1CCN(Cc2ccc3c(c2)OCO3)CC1)Nc1ccc2c(c1)OCCO2	29	3	.	-9	-2.6	-1	1	-0.3	2
c1csc(-c2nc3ccccc3[nH]2)c1	10	1	3	-4	-0.9	3	-4	-1.2	1
COc1ccc(CCNC(=O)c2cc(C(=O)c3cc(C)ccc3O)cn(CCc3ccc(OC)cc3)c2=O)cc1	7	-2	6	-11	-1.9	-23	5	-0.1	0
COCCn1c(=O)c2ccccc2c2ccccc2c1=O	3	-6	1	1	-3.1	15	5	-2.3	2
Cc1cc(C(=O)CSc2nnc3c(Cl)cc(Cl)cn23)c(C)n1C	11	-3	10	7	-4.1	-1	-6	-0.3	2
CC(C)(C)OC(=O)NCCCC[C@@H](C(=O)N1CCN(C(=O)OC(C)(C)C)CC1)n1cc(CCC(=O)O)nn1	12	-52	-1	-3	0.2	2	-11	-0.7	-2
CCOC(=O)c1ccc(N2CCOCC2)c(NC(=O)c2nccnc2C(=O)O)c1	19	-12	1	-8	-0.8	6	-2	0.5	-3
CSc1nnc(-c2cnccn2)n1C	12	3	0	1	-2.2	4	2	-3.5	0
Cc1cccc(-c2nc(CS(=O)CC(=O)N3CC(C)CC(C)C3)c(C)o2)c1 (stereo not given)	4	-50	3	3	-2.2	-5	-8	0.0	4
Cc1nnc(SCC(=O)c2ccc(Br)cc2)s1	-4	-11	8	0	-2.2	0	1	-2.6	0
O=[N+]([O-])/C=C/c1cn(Cc2ccccc2)c2ccccc12	1	-4	4	-2	-0.5	7	8	1.7	-1
O=C(O)C1=C[C@H](c2cccs2)C[C@H](OCc2ccc(CO)cc2)O1	11	.	10	20	.	.	.	.	5
COc1ccc(/C=C2\C(=O)OCc3cc(OC)c(OC)cc32)cc1OC	-4	-18	-6	-7	-2.8	-19	1	2.1	7
COc1ccc(N(C)S(=O)(=O)c2cccc(C(=O)N3CCN(S(=O)(=O)c4ccc(C)cc4)CC3)c2)cc1	-6	-67	3	-10	-3.6	-18	1	-4.4	5
Cc1ccc(S(=O)(=O)c2cnc3cc(C)nn3c2N)cc1	6	-5	-7	9	-1.8	1	-2	-1.8	11
CCOc1ccc(CNC(=O)CCCn2nc(C)c3c(C)n(-c4ccc(C)cc4)nc3c2=O)cc1	-3	-45	6	5	-0.1	4	-2	-0.2	5
CCOC(=O)N1CCC(NCCNC(=O)c2ccccc2)CC1	6	11	4&0	-1	-2.2	-6	3	-3.1	-1&6

Entries listed above that bear a hit mark in UBC9 SUMO inh.
SMILES | UBC9 SUMO inh | IDE cell inh | pCIP destab | IMP-1 inhibitor | NS3 helicase inh | M18AAP inhibitor | VIM-2 inh | IDE act
CN(C)S(=O)(=O)c1cccc(NC(=S)Nc2cccc3cnccc23)c1 | 99* | . | -7 | 0.7 | 12 | 10 | 12* | 3

Remaining list, next part.
Compound	UBC9 SUMO inh	FID counter	IDE cell inh	pCIP destab	IMP-1 inhibitor	NS3 helicase inh	M18AAP inhibitor	VIM-2 inh	IDE act
COc1ccc(OC(=O)c2cccc([N+](=O)[O-])c2)c(C(=O)/C=C/c2cccs2)c1	16	5	-6	2	-2.5	-2	-4	-5.2	-5
NC(=O)c1ccc2c(c1)OCCO2	6	-1	3	4	-7.7	-2	-2	-3.2	4
CCCCCC(=O)Nc1cccc(C2=NOC3(C2)C[C@H](C(N)=O)N(C(=O)c2ccccc2)C3)c1 (stereo not given in full)	-10	.	-1	-2	.	.	.	.	2
CCCC(C(=O)NCc1ccco1)N(C(=O)CNS(=O)(=O)c1ccccc1)c1ccccc1OC (stereo not given)	9	-36	1	-9	-1.2	19	4	-3.7	-2
O=C(NCc1ccc(Cl)cc1)C1CCN(S(=O)(=O)c2ccc(N3CCCC3=O)cc2)CC1	-2	-48	2	-17	-2.6	-1	1	-1.7	5
C/C(=C\C(=O)C(F)(F)F)Nc1ccc(C)cc1	6	-2	3	-7	-3.1	-5	-10	-0.2	3
CC(=O)c1cccc(NC(=O)COc2ccc3oc(=O)cc(C)c3c2)c1	0	-29	4	6	-4.4	-1	-6	-1.7	1
COCCNC(=O)c1cccc(OC2CCN(Cc3cccc(SC)c3)CC2)c1	-1	6	6	-12	-3.8	1	-6	-1.6	5
Cc1[nH]nc2c1C(=O)CCC2	-2	2	7	-4	-3.3	6	-1	-3.7	-5
CC(=O)c1cccc(NC(=O)c2ccoc2C)c1	20	-6	-4	4	-1.6	6	-8	-0.8	11

Screening results from PubChem.
